# Compound activity (PubChem BioAssay)
# LGR2 inh: inhibitors of bursicon-induced LGR2 CRE-luciferase signal, primary screen, cell-based, HEK293, CRE-luciferase reporter, bursicon stimulation | 380,000 tested, 0.35% active | AID 720647, 2013 | inhibition, % at 9.99 µM | bursicon-stimulated, 4 h;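 active = drop in luminescence signal, shown as inhibition above about 50% in the replicate tests, limit read from the data, passing the limit was not always enough; inconclusive = probably only some replicates passing the limit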;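 note: agonist challenge used bursicon conditioned medium at about half maximal strength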
# PglD inh: C. jejuni PglD acetyltransferase inhibitors, primary screen, biochemical, DTNB colorimetric, single point; purified PglD enzyme, DTNB colorimetric CoA detection; 360,000 tested, 0.098% active; AID 602405, 2012; UDP-N-acetylbacillosamine N-acetyltransferase PglD (Campylobacter jejuni); inhibition, % at 12.5 µM; in the data active = inhibition above about 16%, passing the limit was not always enough; inconclusive = no clear call, values can overlap the other calls; note: strong numbers were not always called active
# S100A4 MyoIIA: inhibitors of S100A4-myosin IIA peptide binding, primary screen, biochemical, fluorescence polarization, TAMRA-MyoIIA peptide; Protein S100-A4 (Homo sapiens), P26447; inhibition, % at 10.7 µM; 360,000 tested, 0.14% active; AID 652163, 2013;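 active = mean inhibition of at least 70% across replicates, with every replicate also reaching that level; inconclusive = mean inhibition reaches 70% but some replicates fall short; inactive = mean inhibition below 70%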
# Target sequence (P26447 whole entry, looked up): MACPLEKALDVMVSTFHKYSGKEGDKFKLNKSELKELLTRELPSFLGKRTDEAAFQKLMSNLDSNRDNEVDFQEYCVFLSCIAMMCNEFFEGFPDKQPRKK
#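 incubation = readout 5 min after mixing, signal stable up to 60 min | system = S100A4 monomer protein | buffer or medium = HEPES pH 7.2 with CaCl2, KCl, NaCl, DTT, Triton | benchmarks = neutral control DMSO, positive control TFP | also added = fluorescent myosin IIA peptide, 5 nM | compound dosing = one concentration per compound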
# EWS-Fli inh: EWS/Fli-driven NR0B1 reporter inhibitors, primary screen, A673 cells, NR0B1 luciferase, luminescence, MLPCN library; viability-normalised; inhibition, % at 12.6 µM; 350,000 tested, 0.67% active; AID 651661, 2012;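 active = mean inhibition of at least 50% after viability correction, with every replicate also passing that limit; inconclusive = mean reaches 50% but only one of two replicates passes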;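 note: firefly luciferase signal divided by Alamar Blue viability fluorescence both relative to DMSO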
# FN deposit inh: inhibitors of fibronectin matrix deposition, primary screen, AH1F cells, Alexa488-fibronectin fluorescence, plate reader; AID 743247, 2014; AH1F fibroblasts, overnight; inhibition, % at 12.6 µM; 350,000 tested, 0.086% active;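 active = mean inhibition across replicates of 30% or more, regardless of how many single replicates reach that level; inconclusive = mean under 30% yet at least half of replicates reach 30%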;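 note: positive control wells lacked labelled fibronectin entirely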
#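 Material: AH1F fibroblast monolayer depositing Alexa488-labelled fibronectin into matrix / Amount: 10000 AH1F cells per well / Signal: fluorescence 485/525 nm / Medium: DMEM, 2% serum / Compound: single dose, pinned / Incubation: 1 h cell adhesion before compound, then overnight fibronectin incubation / Reagent: Alexa488-FN, 24 nM final / Read-out: inhibition of fibronectin deposition signal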
# PGC1a acetyl inh: inhibitors of PGC1a acetylation signal, primary screen, cell-based, U2OS, AlphaScreen, inhibitor mode | AlphaScreen anti-acetyl-lysine; with virally co-expressed GCN5 acetyltransferase | inhibition, % at 15.6 µM | 350,000 tested, 0.17% active | AID 651687, 2012;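 active = every replicate shows inhibition of at least 40%; inconclusive = mean inhibition at least 40% but some replicate below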;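 note: 0% = neutral control wells and 100% = positive control wells; some results beyond the cut were filed as inactive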
# PAX8 reporter: inhibitors of PAX8-driven TPO luciferase reporter, primary screen, RMG-I cells, single concentration. SteadyGlo, 24 h. inhibition, % at 12.6 µM. 360,000 tested, 1.2% active;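 active = mean replicate inhibition at least 60% with every replicate also reaching 60%; inconclusive = only one of the two criteria is met; inactive = mean below 60% and not all replicates reaching 60%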;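 note: luciferase light reporting Pax8 driven TPO promoter activity; plate controls were median of neutral control wells for no effect and mitoxantrone controls for full effect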
# ERAP1 inh: human ERAP1 aminopeptidase inhibitors, primary screen, biochemical, single point, plate reader; inhibition, % at 10.7 µM; AID 652197, 2013; recombinant ERAP1, Leu-AMC fluorescence, 60 min; 340,000 tested, 0.15% active;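 active = mean replicate inhibition of at least 30%, or all replicates individually reaching that 30% level; inactive = mean below 30% and not every replicate reaching it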;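 note: 0% = neutral control wells and 100% = L-leucinethiol positive control wells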
# Target sequence (Q9NZ08 whole entry, looked up): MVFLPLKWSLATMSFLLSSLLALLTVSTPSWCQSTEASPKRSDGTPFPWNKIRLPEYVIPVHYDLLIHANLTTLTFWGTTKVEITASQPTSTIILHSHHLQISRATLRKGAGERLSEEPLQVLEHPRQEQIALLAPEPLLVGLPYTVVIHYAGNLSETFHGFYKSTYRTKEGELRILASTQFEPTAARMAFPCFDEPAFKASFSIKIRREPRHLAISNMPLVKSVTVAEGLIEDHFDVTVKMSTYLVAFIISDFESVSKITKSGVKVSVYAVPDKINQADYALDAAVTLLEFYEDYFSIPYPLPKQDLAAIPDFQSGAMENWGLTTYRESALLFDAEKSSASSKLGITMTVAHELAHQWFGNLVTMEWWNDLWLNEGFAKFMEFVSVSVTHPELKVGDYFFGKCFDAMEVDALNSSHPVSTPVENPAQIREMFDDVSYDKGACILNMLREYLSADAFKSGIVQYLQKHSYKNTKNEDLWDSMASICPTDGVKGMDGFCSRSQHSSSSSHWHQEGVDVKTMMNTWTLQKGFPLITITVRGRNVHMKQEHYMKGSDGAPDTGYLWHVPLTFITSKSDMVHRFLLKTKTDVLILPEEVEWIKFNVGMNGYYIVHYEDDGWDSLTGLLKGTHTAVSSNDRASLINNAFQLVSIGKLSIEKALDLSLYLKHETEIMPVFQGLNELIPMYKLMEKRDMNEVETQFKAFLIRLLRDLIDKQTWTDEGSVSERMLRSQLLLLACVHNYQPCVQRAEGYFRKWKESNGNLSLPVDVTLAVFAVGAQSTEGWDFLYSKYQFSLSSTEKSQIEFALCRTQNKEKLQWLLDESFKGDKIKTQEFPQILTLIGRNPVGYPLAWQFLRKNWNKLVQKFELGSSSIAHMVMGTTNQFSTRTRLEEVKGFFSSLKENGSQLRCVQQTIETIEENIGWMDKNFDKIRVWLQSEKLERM
# * marks the source's active call; other numbers are inactive results; ? = inconclusive; nt = not tested or not shown; & = joins results of further samples. An unsorted share of the library. Share with any hit: about 2.1%.
item	smiles	LGR2 inh	PglD inh	S100A4 MyoIIA	EWS-Fli inh	FN deposit inh	PGC1a acetyl inh	PAX8 reporter	ERAP1 inh
1	O=C(CSc1nn(-c2ccccc2)c(=S)s1)Nn1cnnc1	nt	-2	nt	nt	4	-5	-24	nt
2	COc1ccc(C(=O)Nc2c(N)nc(SCC(=O)NCC3CCCO3)[nH]c2=O)cc1OC (stereo unspecified)	-7	2	0	-2	2	1	nt	-4
3	CCS(=O)(=O)N1CC2(C1)[C@H](c1ccccc1)[C@@H](CO)N2Cc1ccccn1	-17	nt	8	-2	-2	1	-8	-3
4	C[C@@H]1CN([C@H](C)CO)C(=O)c2cc(NC(=O)Nc3ccc(C(F)(F)F)cc3)ccc2O[C@H]1CN(C)Cc1ccccc1	4	-2	-16	-2	nt	2	0	0
5	CCOC(=O)c1c(NS(=O)(=O)c2ccc(Br)cc2)sc2c1CCC2	nt	1	nt	nt	-5	6	6	nt
6	CCOc1ccc(S(=O)(=O)Nc2ccc(C(=O)NNC(=O)c3ccncc3)cc2)cc1	-3	nt	-4	-3	4	6	-23	0
7	CCCCn1c(Cc2ccccc2)nnc1SCC(=O)N1CCOCC1	nt	-2	nt	nt	-2	2	4	nt
8	Cc1nn(Cc2ccccc2)c(C)c1NC(=O)c1cc(-c2cccs2)on1	1	6	nt	nt	6	4	nt	nt
9	Cc1ccccc1C[n+]1cccc2ccccc21	-4	0	-3	6	-9	20	24	-6
10	C=C[C@H](CC(C)C)N(Cc1ccccc1)S(=O)(=O)N(Cc1ccc(OC)cc1)[C@H](C=C)CC(C)C	-5	2	-11	17	12	nt	16	-1
11	Cc1ccc(S(=O)(=O)Nc2cccc3c2O[C@@H](CN(C)S(=O)(=O)c2c(C)noc2C)[C@@H](C)CN([C@H](C)CO)C3=O)cc1	-3	nt	12	39	nt	-6	-20	2
12	O=C(c1ccc(CS(=O)Cc2ccccc2Cl)o1)N1CCN(C2CCCCC2)CC1 (stereo unspecified)	-12	-4	-5	-6	-23	5	5	-2
13	Cc1nc(CN(C)C(=O)CC2C(=O)NCCN2Cc2ccc(F)cc2)cs1 (stereo unspecified)	17	0	2	14	-3	-5	-2	2
14	CCc1nnc(NC(=O)c2cc3c(s2)CCCCC3)s1	-30	2	-5	nt	-13	10	nt	6
15	CCCS(=O)(=O)N1CCC(C(=O)NCCC(C)C)CC1	10	nt	-2	7	10	nt	-27	2
16	Cc1cc(=O)oc2cc(Oc3ncccc3[N+](=O)[O-])ccc12	7	nt	-3	-7	nt	nt	3	3
17	COc1ccc2c(c1)[nH]c1c(=O)n(/N=C/c3ccc(OC)c(CN4CCCC4)c3)cnc12	0	7	3	-8	-6	4	5	nt
18	C/C=C/c1cnc2c(c1)C(=O)N([C@@H](C)CO)C[C@@H](C)[C@@H](CN(C)C(=O)C1CCC1)O2	4	nt	nt	-23	-3	-3	nt	nt
19	Cc1c(-c2ccccc2)oc2c(C(=O)OCC(=O)Nc3ccc(F)cc3)cccc2c1=O	8	2	0	7	nt	14	-6	1
20	CS(=O)(=O)Nc1ccc2c(c1)[C@H]1C[C@H](CC(=O)O)O[C@@H](CO)[C@H]1O2	0	nt	-7	nt	-35	1	0	0
21	C[C@H](CO)N1C[C@H](C)[C@H](CN(C)Cc2ccc(-c3ccccc3)cc2)OCc2ccccc2-c2c(n(C)c3ccccc23)C1=O	19	nt	7	nt	-10	4	-8	-2
22	COc1ccc(CNC(=O)C2CCC(CNS(=O)(=O)c3cccs3)CC2)cc1 (stereo unspecified)	2	0	-7	10	-18	8	2	-1
23	O=C(C[C@H]1C[C@H]2c3cc(NC(=O)C4CCC4)ccc3O[C@H]2[C@H](CO)O1)NCc1ccccn1	2	-2	-5	-10	nt	2	-15	-3
24	O=C(Cc1ccccc1)N/N=C/c1ccc2cccc(O)c2n1	nt	nt	5	-7	5	-10	-8	0
25	c1ccc(CCn2c(SCc3ccccc3)nnc2-c2ccncc2)cc1	nt	3	nt	nt	-6	-4	6	nt
26	C[C@H](CO)N1C[C@H](C)[C@@H](CN(C)S(=O)(=O)c2ccccc2)Oc2c(NS(=O)(=O)c3ccccc3)cccc2C1=O	6&4	4&2	-2&2	-7&1	0	7	5	-1
27	O=C(Nc1nnc(-c2ccccc2Cl)s1)c1ccccc1F	-45	-4	-2	-54	-1	0	-58	-2
28	CCOC(=O)C1C(=O)C=C(c2cccc(NS(C)(=O)=O)c2)CC1c1ccco1 (stereo unspecified)	nt	1	nt	nt	1	0	-18	nt
29	Nc1[nH]c(C(=O)c2ccc(Br)cc2)c(-c2c(F)cccc2F)c1C(=O)NCCc1c[nH]c2ccccc12	16	nt	-18	12	-1	nt	30	-1
30	CC1CCC2(CC1)NC(=O)N(CC(=O)Nc1cccc(S(=O)(=O)N3CCOCC3)c1)C2=O (stereo unspecified)	-12	-1	2	-7	-1	-13	27	1
31	Cn1cc(CNCc2cnc3ccccn23)c(-c2ccc(Oc3ccccc3)cc2)n1	-18	nt	6	8	7	nt	16	-5
32	COc1ccccc1/C=C/C(=O)NC(=S)N1CCN(C)CC1	-7	0	-9	nt	nt	nt	0	0
33	Cc1ccc(-c2cnc3c(c2)C(=O)N([C@@H](C)CO)C[C@@H](C)[C@H](CN(C)C(=O)c2ccc(F)cc2)O3)cc1	11	3	-13	4	nt	1	nt	2
34	Cc1ccc2nc(N/N=C/c3ccccc3C#N)nc(-c3ccccc3)c2c1	-10	3	-7	-11	nt	-4	nt	1
35	C=CCn1c(SCC(=O)c2ccc(Br)cc2)nnc1C(C)NC(=O)Cc1ccc(OC)cc1 (stereo unspecified)	5	3	5	8	nt	1	nt	1
36	CCOc1cc(C2NC(=O)NC(C)=C2C(C)=O)cc(Cl)c1OCC(=O)O (stereo unspecified)	3	0	-1	nt	nt	4	nt	-7
37	O=S(=O)(NCCCSc1ccccc1)c1ccccc1F	9	nt	3	4	4	3	-1	-2
38	Cc1[nH]c2ccc(-c3n[nH]c(=S)n3-c3ccccc3)cc2c1C	nt	nt	-5	3	-5	nt	12	-1
39	CS(=O)(=O)Nc1ccc2c(c1)[C@H]1C[C@@H](CC(=O)NCc3ccc(-c4ccccc4)cc3)O[C@@H](CO)[C@H]1O2	0	-2	nt	4	-6	-1	7	nt
40	CC(C)C(NS(=O)(=O)c1cccc(C(F)(F)F)c1)C(=O)NCc1cccs1 (stereo unspecified)	-10	0	-6	1	9	-1	-1	-2
41	CO[C@H]1CN(C)C(=O)c2ccc(NC(=O)c3ccccc3)cc2OC[C@H](C)N(C(=O)CN(C)C)C[C@H]1C	6	-1	-11	-2	22	-4	nt	-7
42	CC[C@@H]1[C@H]2CCCC(=O)N3CC[C@@H](C[C@@H]1OC(=O)NCc1ccccc1)[C@@H]23	3	4	-3	-10	3	5	23	1
43	Cc1ccc(NS(=O)(=O)c2cc(Br)cnc2N)c(Cl)c1	-1	1	-3	-7	-16	7	3	-2
44	COc1ccc(C2CC(c3cccs3)=NN2C(=O)CN2CCCCC2)cc1 (stereo unspecified)	8	nt	-2	-24	-5	-6	3	-9
45	Cc1ccc(-n2nc(C)c(=O)c(-c3ccccc3)c2NC(=O)C(C)C)cc1	-6	-2	-3	-7	0	-5	-14	nt
46	COc1ccc(NCCC(O)c2ccc(Cl)cc2)cc1 (stereo unspecified)	-25	2	-5	-10	4	-2	-21	5
47	COc1cccc(-c2cn(CC[C@H]3CC[C@@H](NC(=O)CC4CC4)[C@H](CO)O3)nn2)c1	1	3	-13	4	-2	-14	-6	0
48	COc1ccc(NC2c3ccccc3C(=O)N2Cc2ccc3c(c2)OCO3)cc1 (stereo unspecified)	-7	1	17	-3	-6	-15	-3	6
49	CCN(CC)CCCn1c2c(c(SCC(=O)Nc3cccc4ccccc34)nc1=O)CCC2	4	1	-3	-2	1	nt	19	0
50	CCc1ccc2nc(NC(=O)Cn3cnc4ccccc4c3=O)sc2c1	-36	-5	1	-17	8	4	-19	-1
51	CC(C)OCC(O)CN1CCN(CCN2C(=O)c3cccc4cccc(c34)C2=O)CC1 (stereo unspecified)	-3	-1	-5	-11	5	1	-12	-3
52	CCC(=O)N1CC(=O)N2[C@H](CO)[C@H](c3ccc(-c4ccccc4F)cc3)[C@H]2C1	10	nt	11	1	nt	6	nt	nt
53	CCOC(=O)c1sc2nc(C)nc(NCc3ccccc3OC)c2c1C	-12	1	-1	29	-6	63*	34	-1
54	O=C(O)c1cc(NC(=S)NC(=O)C(c2ccccc2)c2ccccc2)ccc1Cl	-11	nt	-22	5	-13	6	-2	-29
55	CCOc1cccc(OCCOCCNC(C)(C)C)c1	-5	nt	22	0	5	nt	8	-2
56	Cc1ccc(-n2c(SCC(=O)Nc3cccc(C)c3)nc3c(oc4ccccc43)c2=O)cc1	6	nt	-5	-1	-5	nt	nt	-2
57	O=C(CSc1nnc2ccccn12)NCCc1ccc(F)cc1	4	nt	-1	7	-6	3	-13	4
58	O=C(Cn1cnc2ccccc2c1=O)NCc1cccs1	-11	-2	-8	2	9	-8	-6	0
59	O=S(=O)(NCC1CN(S(=O)(=O)c2c(F)cccc2F)C1)c1ccc2c(c1)OCCO2	12	0	3	24	-3	3	1	0
60	CO[C@@H](CN(C)Cc1ccc2c(c1)OCO2)[C@@H](C)CN(C(=O)c1ccccc1)[C@H](C)CO	-7	0	3	7	11	3	nt	-5

# (list continues)
item	smiles	LGR2 inh	PglD inh	S100A4 MyoIIA	EWS-Fli inh	FN deposit inh	PGC1a acetyl inh	PAX8 reporter	ERAP1 inh
61	COc1ccc(COC(=O)N/N=C/c2cccs2)cc1	-26	-1	-4	-112	-2	nt	-64	0
62	Cc1c(NC(=O)c2cccc(NC(=O)COc3ccccc3C#N)c2)c(=O)n(-c2ccccc2)n1C	?	nt	-4	?	3	nt	65*	-6
63	COc1ccc(CC(=O)N(C)Cc2cccc(F)c2)cc1S(=O)(=O)N1CCOCC1	13	-2	-8	-2	2	nt	7	2
64	CC(c1ccncc1)C(C)c1ccncc1 (stereo unspecified)	-8	1	-4	-3	0	1	15	-2
65	CCCCC#Cc1cncc(C(=O)N/N=C/c2ccccc2)c1	-2	nt	-3	-11	4	nt	5	5
66	CN(C)Cc1c(C(=O)N/N=C/C2CC=CCC2)nnn1-c1nonc1N (stereo unspecified)	1	-4	4	4	5	-7	11	-1
67	COc1ccc(Br)cc1CNC(=O)CCN1C(=O)COc2ccccc21	0	-7	-6	7	nt	4	nt	-3
68	Cc1cccc(C)c1NC(=O)C1C2C=CC(C2)C1C(=O)NCc1ccccn1 (stereo unspecified)	-3	nt	6	-14	nt	nt	nt	-3
